tim10-1 inh: tim10-1 yeast growth inhibition; 2.2% of 330,000 active; inhibition, % at 20 µM; S. cerevisiae tim10-1 ts strain growth, BacTiter-Glo, 24 h;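 active = inhibition of at least 40%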;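 note: mutant grown at 25 °C; 0% = DMSO wells with yeast and 100% = wells holding no yeast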
UPR CHOP act: apoptotic UPR (CHOP) activation. CHO-CHOP luciferase reporter, luminescence; percent of tunicamycin response over DMSO baseline. activation, % at 10 µM. 0.34% of 330,000 active. AID 449763;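 active = at 10 µM dose, activation of 40% or more, normalized to positive control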;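 note: 100% = tunicamycin at 10 µg/mL and 0% = DMSO alone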
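Material: CHO-CHOP cells, stable luciferase reporter of PERK-eIF2a-CHOP signalling; quantity: 500 reporter cells seeded per well; buffer or medium: F12 medium containing 10% fetal bovine serum; compound: one dose, 10 µM in 0.5% DMSO; incubation: 6 h compound treatment, 37 °C; measured by: Steady-Glo luciferase luminescence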
tim23-1 inh: growth inhibitors of tim23-1 mutant yeast. S. cerevisiae tim23-1 growth, BacTiter-Glo luminescence, 24 h. inhibition, % at 20 µM. 1.3% of 330,000 active;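 active = growth inhibition of the mutant yeast at or above 50%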;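 note: temperature-sensitive mutant grown at 25 °C; plate controls were DMSO-treated mutant yeast for no effect and medium wells lacking yeast for full effect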
UPR XBP1 act: adaptive UPR (XBP1) activation; CHO-XBP1 luciferase reporter, IRE1-XBP1 UPR activation, luminescence; percent of tunicamycin response, DMSO as zero; activation, % at 20 µM; 0.33% of 330,000 active; AID 463104;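 active = versus positive control, 20 µM dose yields 30% or more activation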;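 note: 100% = tunicamycin at 10 µg/mL and 0% = DMSO only wells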
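incubation = overnight seeding at 37 °C, 6 h compound treatment at 37 °C | assay system = CHO-XBP1 cells stably carrying IRE1-XBP1-driven luciferase reporter | input = 1000 cells per well | detection = luciferase luminescence | dosing = single point, 20 µM final compound, 1% DMSO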
Mdm2 MdmX PPI: human Mdm2/MdmX binding inhibition; AID 485346; SaOS-2 split-luciferase Mdm2/MdmX complementation, luminescence; 3% of 330,000 active; O15151+Q00987; inhibition, % at 8 µM;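 active = inhibition of at least 50% at 8 µM in the primary screen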
Target sequence (O15151 whole entry, looked up): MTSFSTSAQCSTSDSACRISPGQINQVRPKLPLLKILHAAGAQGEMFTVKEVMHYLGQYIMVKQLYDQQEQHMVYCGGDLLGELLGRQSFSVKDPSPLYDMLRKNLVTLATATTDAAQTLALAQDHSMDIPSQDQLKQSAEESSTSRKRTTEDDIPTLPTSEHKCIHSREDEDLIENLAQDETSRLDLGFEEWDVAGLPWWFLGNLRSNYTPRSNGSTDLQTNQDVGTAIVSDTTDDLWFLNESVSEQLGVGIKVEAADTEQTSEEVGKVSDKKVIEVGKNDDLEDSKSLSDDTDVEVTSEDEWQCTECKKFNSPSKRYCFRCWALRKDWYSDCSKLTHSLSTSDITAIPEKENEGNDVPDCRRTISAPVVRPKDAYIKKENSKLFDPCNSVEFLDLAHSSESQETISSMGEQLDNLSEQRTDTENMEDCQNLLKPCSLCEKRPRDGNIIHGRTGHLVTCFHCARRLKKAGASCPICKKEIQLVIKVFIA
Target sequence (Q00987 whole entry, looked up): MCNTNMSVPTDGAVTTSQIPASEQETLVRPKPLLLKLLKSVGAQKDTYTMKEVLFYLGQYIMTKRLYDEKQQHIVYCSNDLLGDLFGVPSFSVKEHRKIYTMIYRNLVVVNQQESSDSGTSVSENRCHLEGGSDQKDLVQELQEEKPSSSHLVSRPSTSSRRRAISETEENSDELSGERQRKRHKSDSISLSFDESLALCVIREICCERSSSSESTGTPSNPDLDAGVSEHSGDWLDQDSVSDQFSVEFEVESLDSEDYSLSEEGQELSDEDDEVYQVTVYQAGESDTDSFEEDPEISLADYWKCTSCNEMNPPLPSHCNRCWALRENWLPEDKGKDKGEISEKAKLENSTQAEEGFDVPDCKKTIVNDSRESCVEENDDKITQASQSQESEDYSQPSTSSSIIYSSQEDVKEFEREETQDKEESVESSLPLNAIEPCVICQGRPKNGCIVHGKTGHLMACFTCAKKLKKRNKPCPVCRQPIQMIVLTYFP
APJ antagonist: blocks the human apelin receptor APJ | CHO-K1 APJ beta-arrestin complementation, luminescence | 0.32% of 330,000 active | AID 2521 | inhibition, % at 20 µM;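 active = inhibition above about 40% at 20 µM, limit read from the data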;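 note: cells challenged with 10 nM apelin-13 agonist together with compound; plate controls were apelin-13 plus DMSO wells for no effect and DMSO wells lacking apelin-13 for full effect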
APJ ag: APJ receptor agonism | CHO-K1 APJ PathHunter beta-arrestin, luminescence; 0% DMSO wells, 100% apelin | P35414 | activation, % at 20 µM | 0.11% of 330,000 active;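 active = activation more than six SD over the plate average, tested at 20 µM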;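 note: 0% = DMSO alone and 100% = apelin-13 at 10 nM; some results filed as inactive read as strong as hits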
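Assay system: CHO-K1 cells stably expressing ProLink-tagged human APJ and arrestin–beta-gal acceptor. Compound dosing: 20 µM single point, 1% DMSO. Times: 16-18 h seeding, 90 min dark compound exposure, 60 min detection. Detection: beta-gal luminescence. Evaluation: APJ–arrestin association signal. Controls: negative DMSO alone, positive Apelin-13 at 10 nM.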
TIM10 inh: growth inhibitors of TIM10 yeast strain; inhibition, % at 10 µM; S. cerevisiae TIM10 strain growth, BacTiter-Glo luminescence, 24 h; 1.4% of 330,000 active; AID 463195;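 active = inhibition of 40% or more at the single tested concentration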;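 note: wild-type TIM10 isogenic control strain grown at permissive 25 °C; 0% = DMSO yeast wells and 100% = minimal medium wells without yeast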
CXCR6 block: inhibitors of human CXCR6 receptor. 0.36% of 360,000 active. inhibition, % at 20 µM. AID 602244. CHO-K1 PathHunter CXCR6 beta-arrestin, luminescence. O00574; in the data active = inhibition above about 34%, passing the limit was not always enough;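 note: antagonist mode with CXCL16 agonist at 10 nM final; 0% = 10 nM CXCL16 with DMSO and 100% = unstimulated wells without agonist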
The depositor's hits bear a star; x = no result given. These rows are one share of the data; the hit share may differ from the screen's.

SMILES	tim10-1 inh	UPR CHOP act	tim23-1 inh	UPR XBP1 act	Mdm2 MdmX PPI	APJ antagonist	APJ ag	TIM10 inh	CXCR6 block
COc1cc(OC)c(C2CC(=O)N3CN(c4ccccc4C)CSC3=C2C#N)cc1OC (stereo not given)	19	0.3	18	-2	-10	-27	6	27	x
O=C(CCl)Nc1ccc2c(c1)OCO2	5	-0.3	23	-2	18	11	-1	-1	4
CCN(CC)c1ccc(C(=O)O)cc1	19	-0.3	4	0	-20	-4	0	1	-9
CCn1c(Cc2ccccc2)nnc1SCC(=O)Nc1ccccc1	21	-0.5	18	1	34	-3	-3	-7	-6
CC(C)(C)c1ccc(C(=O)OC/C(O)=C(\C#N)c2nc3ccccc3s2)cc1	7	-0.3	23	0	0	-4	-1	-1	-2
CC(O)c1nc2ccccc2n1Cc1ccccc1 (stereo not given)	-5	2.6	-5	1	-1	6	-4	3	5
O=C(COC(=O)CCC(=O)c1ccc(F)cc1)Nc1nnc(-c2ccccc2)o1	-17	2.4	-9	-2	4	24	-5	-28	6
Oc1c(C(c2cccs2)N2CCN(c3ccccc3)CC2)ccc2cccnc12 (stereo not given)	56*	87*	59*	4	51*	2	0	1	x
CC(C)(C)N=C1NN=C(c2ccc(Cl)cc2)CS1	17	2.8	9	2	-30	-2	-5	-3	1
COCC(C)NC(=O)C(C)N1c2cccc3cccc(c23)S1(=O)=O (stereo not given)	16	-0.8	1	-1	20	4	1	-6	-8
COc1ccc(S(=O)(=O)N(C)C)cc1NC(=O)COC(=O)CC1CCCC1	1	-1.1	17	0	1	5	-3	18	4
CN1CCN(c2nc3c(c(=O)[nH]c(=O)n3C)n2Cc2ccc([N+](=O)[O-])cc2)CC1	-7	-1.1	-11	-2	6	-5	-2	11	1
CCn1c(N2CCN(S(=O)(=O)c3ccccc3C(F)(F)F)CC2)nc2ccccc21	36	-0.9	35	-3	9	-2	-2	23	-6
Cc1csc(NC(=O)C2CCCCN2S(=O)(=O)c2ccccc2)n1 (stereo not given)	30	-0.6	1	-5	20	8	-2	12	-2
Cc1ccc(C(=O)NC(=S)NCCCN2CCOCC2)cc1	-6	-0.6	-8	6	18	5	-3	3	-14
COc1cc(-n2c(C)nc3cccnc32)c(Cl)cc1C(=O)O	-1	2.7	-9	1	16	-10	-1	5	-8
COc1cccc(CN2CC(C(=O)NCc3ncc(C)[nH]3)CCC2=O)c1 (stereo not given)	-10	2.3	-12	-2	18	12	-1	3	2
O=C(CCCc1nc(-c2ccc(Cl)cc2)no1)NC1CCCCC1	-7	-0.1	2	-3	4	10	0	6	-1
CSc1cccc(NC(=S)N2CCC(N(C)C3CCCC3)CC2)c1	-4	-1.5	-8	2	9	-6	-3	-13	2
CSc1ncc2c(=O)[nH]c(-c3ccccc3)nc2n1	-5	3.4	-10	0	-19	-15	-3	3	-3
O=C(N/N=C/c1ccc(N2CCOCC2)cc1)c1ccncc1	1	1.0	7	-1	9	-3	-3	5	-9
COc1cccc(NC(=O)Nc2cccc(C)n2)c1	12	5.9	27	-1	-28	4	-1	-6	1
CC(=O)N1CCN(c2ccc(NCc3ccccc3)cc2)CC1	7	6.0	3	-1	16	-7	8	-10	-19
COc1ccc(Cc2nnc(NC(=O)c3c(-c4ccccc4)noc3C)s2)cc1	27	0.1	24	0	31	3	-1	16	-20
CCN(CC(=O)Nc1ccc(S(=O)(=O)N2CCCCC2)cc1)Cc1ccccc1	13	1.6	26	0	23	5	-1	0	-4

Overlap with the part before: 4 entries, then new ones.
SMILES	tim10-1 inh	UPR CHOP act	tim23-1 inh	UPR XBP1 act	Mdm2 MdmX PPI	APJ antagonist	APJ ag	TIM10 inh	CXCR6 block
COc1cccc(NC(=O)Nc2cccc(C)n2)c1	12	5.9	27	-1	-28	4	-1	-6	1
CC(=O)N1CCN(c2ccc(NCc3ccccc3)cc2)CC1	7	6.0	3	-1	16	-7	8	-10	-19
COc1ccc(Cc2nnc(NC(=O)c3c(-c4ccccc4)noc3C)s2)cc1	27	0.1	24	0	31	3	-1	16	-20
CCN(CC(=O)Nc1ccc(S(=O)(=O)N2CCCCC2)cc1)Cc1ccccc1	13	1.6	26	0	23	5	-1	0	-4
CCN=C1SC(C(=O)Nc2cc(Cl)cc(Cl)c2)CC(=O)N1CC (stereo not given)	-16	-0.1	0	1	-21	0	-3	-20	-2
CCCCNc1c(-c2ccc(-c3ccc(C(C)=O)cc3)c(OC)c2)nc2cnccn12	22	4.2	18	2	10	-12	1	-3	-4
Cc1ccc(CCNC(=O)C2CCN(S(=O)(=O)N3CCCCC3)CC2)cc1	-6	-2.0	7	-1	21	10	-4	8	4
CC1(OC(=O)CCc2ccccc2)C(=O)C=C2C=C(c3ccc(C#N)cc3)N(C3CCCCC3)C=C2C1=O (stereo not given)	-12	4.0	0	11	26	-88	28	-1	-20
Cc1ccc(NC(=O)CN(C)CC(=O)Nc2ccc(F)c(Cl)c2)cc1	-1	0.0	32	-3	-2	8	0	14	0
Cc1nc(NCCCn2ccnc2)c2ccccc2n1	-20	-0.8	-2	1	-15	-5	-1	-17	2
COc1cc(CNCCc2ccccc2)cc(Br)c1OCC(=O)Nc1ccccc1C	-20	-1.5	4	3	74*	9	0	25	0
Cc1nc2ccccn2c1C(=O)N/N=C/c1ccc(F)cc1	-7	1.5	-7	-3	8	5	-1	9	-2
CC(=O)n1cc([C@@H]2C=C(C(=O)N3CCN(Cc4ccccc4)CC3)O[C@H](OCc3ccc(CO)cc3)C2)c2ccccc21	17	0.4	17	-3	23	-9	1	13	12
O=C(CC(Nc1ccccc1)c1ccccc1)C1CC1 (stereo not given)	2	2.7	12	-2	6	15	-2	12	-4
C[C@H](CO)N1C[C@H](C)[C@@H](CN(C)C(=O)Nc2ccc3c(c2)OCO3)Oc2c(NS(=O)(=O)c3ccccc3)cccc2C1=O	-6	1.1	0	-3	33	1	0	2	1
CCCC(=O)Nc1c(C)n[nH]c1C	4	1.9	2	1	13	7	1	-8	-1
CC1Sc2ccc(C(=O)O)cc2NC1=O (stereo not given)	6	-1.1	-5	1	9	9	-5	1	1
Cc1csc(NC(=O)Cc2ccccc2[N+](=O)[O-])n1	10	-0.2	25	-3	-12	-2	-2	5	-5
CC(C)CCn1c(=O)c2sccc2n2c(CCCC(=O)N3CCN(c4ccccn4)CC3)nnc12	9	1.7	3	-5	22	-12	5	7	6
CS(=O)(=O)c1nc(-c2ccccc2)cc(C(F)(F)F)n1	17	-0.6	-24	-1	-32	6	-1	45*	26
O=C(CSc1nc2[nH]ncc2c(=O)[nH]1)Nc1ccc(Cl)c(Cl)c1	-16	-0.3	-11	1	-18	-56	4	-14	-3
CCc1ccc(C2NC(=O)c3ccccc3O2)cc1 (stereo not given)	9	2.8	52*	8	11	5	-2	10	-4
Cc1nnc(SCC(=O)Nc2ccc(Oc3ccccc3)cc2)n1N	10	-0.5	7	1	-20	12	1	-2	-2
C[C@@H]1CN([C@@H](C)CO)C(=O)c2cccc(NC(=O)C3CCCCC3)c2O[C@@H]1CN(C)Cc1ccc(Cl)c(Cl)c1	16	1.1	23	-1	30	14	0	7	3
O=S(=O)(NCC(c1ccco1)N1CCN(c2ccc(F)cc2)CC1)c1ccc2c(c1)OCCO2 (stereo not given)	27	4.2	9	-1	22	-5	-1	9	-2
CCCc1nc(N)c(C#N)c(-c2cccnc2)c1CC	25	-3.7	10	1	23	16	-1	0	-1
Cc1ccc(S(=O)(=O)C(C#N)c2nc3ccccc3nc2OCCO)cc1 (stereo not given)	11	-0.4	27	-2	-23	-10	-1	24	5
COc1ccc2nc(N3CCCC3)[nH]c2c1	13	3.8	12	-1	12	-10	-5	-9	6
O=C(Nc1ccc(F)cc1)Nc1nnc(-c2ccncc2)s1	8	5.1	10	-1	69*	-32	10	7	-10

Continued:
SMILES	tim10-1 inh	UPR CHOP act	tim23-1 inh	UPR XBP1 act	Mdm2 MdmX PPI	APJ antagonist	APJ ag	TIM10 inh	CXCR6 block
CCOC(=O)CC(=O)CSc1nc2c(sc(=S)n2-c2ccccc2)c(=O)[nH]1	36	-0.5	20	1	-17	4	-5	25	3
CCN1CCN(S(=O)(=O)c2ccc(Cl)c(C(=O)N(C)C(c3ccccc3)c3ccccc3)c2)CC1	23	0.9	26	-2	10	15	3	21	2
Cc1cccc(OCC(O)Cn2c(=N)n(CCN3CCCCC3)c3ccccc32)c1 (stereo not given)	8	-0.8	-12	2	53*	5	2	1	-16
CCOc1ccc(N(CC(=O)NCc2ccccc2)S(C)(=O)=O)cc1	2	1.9	1	4	-4	7	0	3	-6
COc1cccc(COC(=O)C2CCN(S(=O)(=O)c3cccs3)CC2)c1OC	18	2.4	15	-5	-5	-17	-3	-5	-4
O=C(CC1C(=O)NCCN1C/C=C/c1ccccc1)NCCc1cnccn1 (stereo not given)	0	0.7	-1	-2	3	17	-1	3	-1
O=C(CN1C(=O)NC2(CCCCC2)C1=O)Nc1ccc(N2CCOCC2)cc1	21	-0.4	4	-6	2	12	0	-11	-2
Cc1ccccc1-n1c(=O)cc(N2CCc3ccccc32)[nH]c1=O	10	1.0	15	-1	12	3	-1	11	-1
Cc1cccc(NC2CCCCC2NS(=O)(=O)c2ccccc2)c1 (stereo not given)	14	-2.8	32	0	10	14	3	16	-7
Clc1ccccc1OCCCCN1CCNCC1	5	1.8	-2	-4	-6	9	-3	-14	-4
NC(=O)c1ccc(SCC(=O)NC2CCCCC2)c([N+](=O)[O-])c1	-1	-0.4	11	-1	-28	-1	-2	18	-2
CCN(CC)CCNC(=O)c1ccc(NC(=O)Cc2ccsc2)cc1	-2	0.6	7	-5	-32	-3	-1	23	-4
Cc1ccc(S(=O)(=O)N2CCC(C(=O)OC(C)C(=O)N3CCOCC3)CC2)cc1 (stereo not given)	8	-0.4	-15	-3	-9	1	0	6	-13
C=CCN(CC=C)Cc1nc(N)nc(Nc2ccccc2C)n1	14	-1.8	9	1	7	11	-1	-2	-6
O=C(N=C1SC2CS(=O)(=O)CC2N1c1ccccc1Cl)C1CCCO1 (stereo not given)	-9	1.2	-9	-3	5	9	0	2	-9
CC(=O)NC(=S)Nc1ccc(N2CCOCC2)c(S(=O)(=O)Nc2cc(Cl)ccc2Cl)c1	2	1.7	38	0	-7	-12	-1	-12	4
COc1c(F)c(F)c(C(=O)Nc2ccc(NC(=O)Cc3ccccc3)cc2)c(F)c1F	6	0.3	1	2	20	0	-5	0	-12
Cc1oc(-c2ccc(Cl)cc2)nc1CN1CCC(C(=O)NCc2cccs2)CC1	1	0.7	4	-1	32	0	0	5	-1
Cc1occc1C(=O)NNC(=O)C1CCCC1	5	-2.9	5	-1	-23	21	-2	-17	-1
Cc1ccc(-c2ccc(S(=O)(=O)NCC3CCCO3)cc2)cc1 (stereo not given)	21	-1.1	14	-2	1	19	0	19	-6
CCn1cc(C(=O)N2CCN(c3ccccn3)CC2)c(=O)c2cc(S(=O)(=O)N(C)C3CCCCC3)ccc21	7	-1.3	0	-5	23	5	-3	0	-1
Cc1ccccc1C(=O)Nc1ccccc1C(=O)NCc1ccccc1	43*	0.4	30	-1	2	-1	-2	25	0
